CatS block: blocks human cathepsin S protease activity | P25774 | recombinant cathepsin S, AMC dipeptide fluorescence, pooled mixtures | inhibition, %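 (tested at 5 µM per compound within 10-compound mixtures)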 | hit rate 0.06% among 62,000; in the data active = inhibition above about 32%, passing the limit was not always enough;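 also: 0% = enzyme without compound and 100% = blank without enzyme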
CatB inh: inhibitors of human cathepsin B; P07858; purified cathepsin B, fluorogenic substrate, fluorescence; inhibition, %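 (tested at 10 µM)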; hit rate 0.1% among 63,000; in the data active = inhibition above about 21%;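 also: 0% = enzyme with no compound and 100% = no enzyme blank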
FXIa mix inh: blocks human factor XIa in pooled compound mixtures | hit rate 0.19% among 62,000 | P03951 | AID 680 | inhibition, % at 5 µM | purified FXIa, fluorogenic substrate;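 also: each value is inhibition by a whole ten-compound pool holding the compound; 0% = enzyme with no mixture and 100% = wells lacking enzyme; strong numbers were not always called active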
FXIIa inh mix: factor XIIa (human) inhibition, mixture screen; P00748; purified FXIIa, fluorogenic substrate, pooled mixtures; inhibition, % at 5 µM; hit rate 0.2% among 62,000; AID 684;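 also: 0% = enzyme without compound and 100% = no enzyme blank; some results filed as inactive read as strong as hits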
CatB mixtures: human cathepsin B inhibition by mixtures; hit rate 0.06% among 62,000; Purified cathepsin B, AMC dipeptide fluorescence, compound mixtures; P07858; inhibition, %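 (ten-compound pools at 5 µM per compound and 50 µM total)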; AID 488; in the data active = inhibition above about 22%, passing the limit was not always enough;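 also: 0% = enzyme without compound and 100% = no enzyme blank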
Cathepsin G inh: blocks human cathepsin G enzyme activity; P08311; purified enzyme, AMC-tetrapeptide fluorescence, pooled mixtures; inhibition, % at 5 µM (by protocol); hit rate 0.2% among 62,000;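 active = inhibition above 20% in each of the two mixture wells holding the compound; inactive = inhibition of 20% or less in either well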;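 also: 0% = enzyme control without mixture and 100% = blank lacking enzyme; strong numbers were not always called active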
Target sequence (P08311 21-244 limits assumed): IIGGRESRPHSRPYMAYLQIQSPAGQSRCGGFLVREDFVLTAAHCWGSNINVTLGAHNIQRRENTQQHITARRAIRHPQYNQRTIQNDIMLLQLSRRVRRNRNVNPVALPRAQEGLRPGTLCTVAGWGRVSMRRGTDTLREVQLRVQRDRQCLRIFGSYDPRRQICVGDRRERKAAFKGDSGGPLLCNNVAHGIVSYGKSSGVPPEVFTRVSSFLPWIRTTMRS
C1s block: blocks human complement C1s protease activity | P09871 | mean inhibition % of two 10-compound mixtures (stronger effect = higher value), % at 5 µM (by protocol) | purified C1s, fluorogenic AMC substrate, pooled mixtures | AID 538 | hit rate 0.16% among 62,000;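 active = inhibition above 20% in each of the two 10-compound mixture wells holding the compound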;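 also: 0% = enzyme wells lacking compound mixture and 100% = no-enzyme blank wells; some compounds called inactive have numbers as strong as hits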
Target sequence (P09871 16-437 limits assumed): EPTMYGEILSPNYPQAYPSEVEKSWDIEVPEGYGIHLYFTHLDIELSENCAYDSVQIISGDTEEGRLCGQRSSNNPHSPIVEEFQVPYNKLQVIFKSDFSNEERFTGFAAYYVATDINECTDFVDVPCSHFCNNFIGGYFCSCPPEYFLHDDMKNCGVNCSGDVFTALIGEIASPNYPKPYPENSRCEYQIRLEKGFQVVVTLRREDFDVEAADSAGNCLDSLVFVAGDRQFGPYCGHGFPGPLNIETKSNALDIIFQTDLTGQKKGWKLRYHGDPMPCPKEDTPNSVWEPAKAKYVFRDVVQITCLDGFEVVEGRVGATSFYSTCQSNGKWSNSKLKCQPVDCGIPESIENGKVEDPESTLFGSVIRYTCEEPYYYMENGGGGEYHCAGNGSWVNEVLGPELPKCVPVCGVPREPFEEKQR
Target sequence (P09871 438-688 limits assumed): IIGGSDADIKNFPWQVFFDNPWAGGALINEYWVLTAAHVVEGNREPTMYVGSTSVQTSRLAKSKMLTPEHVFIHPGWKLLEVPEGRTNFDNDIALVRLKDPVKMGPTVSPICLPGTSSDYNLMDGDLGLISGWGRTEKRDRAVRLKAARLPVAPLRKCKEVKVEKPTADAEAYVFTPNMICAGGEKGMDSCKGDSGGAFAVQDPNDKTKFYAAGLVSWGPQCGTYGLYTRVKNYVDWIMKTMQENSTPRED
Abs 340nm: absorbance at 340 nm; compound absorbance at 340 nm, fold over control; fold change at 10 µM; 65,000 tested, under 10 active;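 active = at 10 µM dose, initial 340 nm absorbance at least 2 fold that of control wells; inactive = change under 2 fold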;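 also: initial absorbance extrapolated from kinetic A340 decline of NADH oxidation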
CatL inh: blocks human cathepsin L protease activity | P07711 | purified cathepsin L, fluorogenic substrate, fluorescence | inhibition, %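 (tested at 10 µM)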 | hit rate 0.17% among 58,000 | AID 460; in the data active = inhibition above about 45%;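 also: 0% = enzyme with no compound and 100% = no enzyme blank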
* = called active by the depositor; · = no result given. Rule as the data show it, unless noted: active = inhibition above about 20% (passing the limit was not always enough); inactive = the rest. Some of the compounds tested. The share of hits here may be higher or lower than overall.

nr	SMILES	CatS block	CatB inh	FXIa mix inh	FXIIa inh mix	CatB mixtures
1	Cc1ccc2c(c1)C(c1ccccc1)N(C(=O)c1ccc(Br)o1)CC(=O)N2 (stereo not given)	7	8	-2	1	4
2	CCOCc1nnc(NC(=O)CCc2ccccc2)s1	15	5	1	-15	4
3	CCCCN(CCCC)S(=O)(=O)c1ccc(OC)c2ncccc12	9	8	6	-18	6
4	CN1CCN(CCCNC(=O)c2cc3c(=O)oc4ccccc4c3s2)CC1	17	4	-2	12	2
5	CCCS(=O)(=O)N1CCCC(C(=O)NCCN2CCC(Cc3ccccc3)CC2)C1 (stereo not given)	-10	6	-4	4	-1
6	CCOC(=O)CCCc1sc(N)nc1-c1[nH]c(=O)[nH]c1C	-7	-3	-1	6	-6
7	CC1CCCN(C(=O)CSc2nnc(-c3cccnc3)n2C2CCCCC2)C1 (stereo not given)	8	8	0	-15	5
8	CN(C)c1ccc(-c2nn3c(-c4cccnc4)nnc3s2)cc1	-1	-1	0	5	2
9	Cn1c(=O)c(NCCO)c2c3c(cccc31)C(=O)c1ccccc1-2	-2	3	6	11	4
10	CC1(C)Cc2nc(N3CCOCC3)c(C#N)cc2CO1	4	-2	0	-5	2
11	COc1ccc(CCNC(=O)CSc2nnc(Cc3csc(N)n3)n2C)cc1OC	-4	2	2	0	1
12	CCOc1ccc2nc(NC(=O)CSc3nc4cccnc4n3C)sc2c1	3	1	7	9	2
13	O=C(CCN1CCCC1Cc1ccccc1)c1ccc2c(c1)OCCO2 (stereo not given)	-5	4	-1	-3	-5
14	Nc1nc(SCC(=O)c2ccc(Oc3ccccc3)cc2)n[nH]1	5	3	4	12	-1
15	CN1C(=O)CS(=O)c2ccc(C(=O)NCCC3=CCCCC3)cc21 (stereo not given)	8	-1	3	10	0

nr	Cathepsin G inh	C1s block	Abs 340nm	CatL inh
1	-13	-49	1.1	14
2	-4	-15	1.1	8
3	-3	0	1	-4
4	-5	-4	1.1	15
5	5	-32	0.99	18
6	1	-22	1	-2
7	-7	-16	0.97	-1
8	-3	-6	1.1	-9
9	-1	4	1.1	·
10	-3	-13	1.1	-11
11	4	-33	1.1	6
12	15	20	1.1	38
13	4	-22	1	-10
14	-4	2	1	11
15	0	6	1	17

(list continues)
nr	SMILES	CatS block	CatB inh	FXIa mix inh	FXIIa inh mix	CatB mixtures
16	Cc1ccc(Cn2ccc(NC(=O)c3cc(-c4ccc(F)cc4)on3)n2)cc1	-3	3	4	1	-1
17	CCOC(=O)CC(=O)CSc1ncnc2c1oc1ccccc12	11	10	-3	9	-2
18	Cc1ccc(S(=O)(=O)NCCCC(=O)C=[N+]=[N-])cc1	9	1	3	4	2
19	Cc1noc(NS(=O)(=O)c2ccc(NC(=O)CSc3ncccn3)cc2)c1C	32	5	6	18	3
20	CCN(CC)c1ccc(NC(=O)CN2CCN(c3ccccc3F)CC2)cc1	0	6	9	-2	4
21	O=C(NCc1ccco1)c1cccc(S(=O)(=O)N2CCOCC2)c1	12	4	11	4	7
22	COc1cc(C)c(C(C)C)cc1S(=O)(=O)NCCCn1ccnc1	-8	2	-1	4	1
23	CC12CCCCC1c1ccccc1C(=NCC(=O)O)N2 (stereo not given)	2	-1	1	4	-4
24	CCOCc1cc(C)[nH]c(=O)c1C#N	7	-2	-4	6	-2
25	O=c1[nH]nnc2c1sc1nc(N3CCOCC3)c3c(c12)CCCC3	11	2	11	2	3
26	CN1C(=O)CC(N2CCN(C(c3ccccc3)c3ccccc3)CC2)C1=O (stereo not given)	14	0	3	-12	-3
27	COc1ccc(C(=O)Nc2ccc(S(=O)(=O)Nc3nccnc3OC)cc2)cc1OC	2	4	0	2	-3
28	COC(=O)C1=C(N)Oc2cc(C)n(Cc3cccnc3)c(=O)c2C1c1cc(OC)ccc1OC (stereo not given)	9	6	6	5	5
29	O=C(Nn1cnnc1)c1cc2cc(Br)ccc2oc1=O	-9	0	5	5	0
30	O=S(=O)(c1ccc2c(c1)OCCO2)N(Cc1ccc(F)cc1)Cc1nnc(-c2cccs2)o1	-27	0	-26	2	-15

nr	Cathepsin G inh	C1s block	Abs 340nm	CatL inh
16	-1	-22	1	-2
17	8	-3	1	8
18	-2	1	1.1	-5
19	-1	-12	1	12
20	8	5	1	7
21	-10	7	1.1	6
22	-14	-38	1	-6
23	-14	-17	1	·
24	1	-7	1.1	2
25	6	-5	1.1	8
26	5	-2	1	17
27	1	-7	0.99	-4
28	-3	2	0.99	6
29	6	7	1.1	-12
30	-27	-88	0.99	3

8 compounds from above, ordered by SMILES length, rising.
nr	SMILES	CatS block	CatB inh	FXIa mix inh	FXIIa inh mix	CatB mixtures
2	CCOCc1nnc(NC(=O)CCc2ccccc2)s1	15	5	1	-15	4
3	CCCCN(CCCC)S(=O)(=O)c1ccc(OC)c2ncccc12	9	8	6	-18	6
6	CCOC(=O)CCCc1sc(N)nc1-c1[nH]c(=O)[nH]c1C	-7	-3	-1	6	-6
15	CN1C(=O)CS(=O)c2ccc(C(=O)NCCC3=CCCCC3)cc21 (stereo not given)	8	-1	3	10	0
26	CN1C(=O)CC(N2CCN(C(c3ccccc3)c3ccccc3)CC2)C1=O (stereo not given)	14	0	3	-12	-3
19	Cc1noc(NS(=O)(=O)c2ccc(NC(=O)CSc3ncccn3)cc2)c1C	32	5	6	18	3
5	CCCS(=O)(=O)N1CCCC(C(=O)NCCN2CCC(Cc3ccccc3)CC2)C1 (stereo not given)	-10	6	-4	4	-1
28	COC(=O)C1=C(N)Oc2cc(C)n(Cc3cccnc3)c(=O)c2C1c1cc(OC)ccc1OC (stereo not given)	9	6	6	5	5

nr	Cathepsin G inh	C1s block	Abs 340nm	CatL inh
2	-4	-15	1.1	8
3	-3	0	1	-4
6	1	-22	1	-2
15	0	6	1	17
26	5	-2	1	17
19	-1	-12	1	12
5	5	-32	0.99	18
28	-3	2	0.99	6

The listing continues.
nr	SMILES	CatS block	CatB inh	FXIa mix inh	FXIIa inh mix	CatB mixtures
31	CN(C)CCn1c(C(=O)Nc2ccccc2)cc2ccccc21	4	0	13	-1	5
32	CCN(CC)C(=O)CSc1nnc(CCCCCNC(=O)OC(C)(C)C)o1	-16	3	4	-30	4
33	Fc1ccc(-n2cnnn2)c(F)c1	-1	-1	7	-18	-1
34	CCn1c(NCc2ccccn2)nc2c1c(=O)n(C)c(=O)n2C	1	0	5	3	2
35	COc1ccc(-n2ncc3c(N4CCCc5ccccc54)ncnc32)cc1	-11	0	-22	-15	-7
36	O=C(Oc1ccc(-c2nnco2)cc1)N(c1ccccc1)c1ccccc1	10	-2	10	-16	5
37	CCOC(=O)c1cnc(N2CCOCC2)[nH]c1=O	-9	1	3	-11	1
38	COCCn1c(CN2CCN(c3ccc(F)cc3)CC2)nc2c1c(=O)n(C)c(=O)n2C	-4	1	9	0	4
39	CCc1nnc(NC(=O)C2Cc3ccccc3C(=O)O2)s1 (stereo not given)	-9	-4	-7	7	-3
40	O=S(=O)(NC1CC1)c1ccc(S(=O)(=O)N2CCc3ccccc32)cc1	-9	4	8	2	4
41	CC(C)n1c(C(=O)OCC(=O)NCc2ccc3c(c2)OCO3)cc2sccc21	-6	5	-22	-14	-1
42	CCc1cc(C(=O)Cc2nc3ccccc3[nH]2)c(O)cc1O	13	2	12	-20	6
43	N#Cc1ccccc1NC(=O)c1ccccc1OCC(=O)NCc1ccco1	-1	-1	3	5	5
44	CC(=O)OC(C(=O)n1nc(C)cc1C)c1ccccc1 (stereo not given)	7	2	3	7	2
45	COc1ccc(Nc2ccc3c(c2)=NC2(CCCCC2)[N+]=3[O-])cc1	7	7	4	1	9

nr	Cathepsin G inh	C1s block	Abs 340nm	CatL inh
31	5	-13	1	16
32	8	14	1	10
33	5	3	1	-8
34	10	13	0.99	0
35	-12	-39	1.1	-22
36	0	-14	1	16
37	-4	1	1	14
38	8	10	1.1	·
39	1	-7	1	7
40	9	13	1	7
41	-11	-28	1.1	7
42	9	-4	1.2	-28
43	12	14	1.1	10
44	13	-15	1.1	21
45	-8	-21	1.1	1

Limited to C1s block, CatL inh and CatS block (2 entries from above):
cpd | Compound | C1s block | CatL inh | CatS block
32 | CCN(CC)C(=O)CSc1nnc(CCCCCNC(=O)OC(C)(C)C)o1 | 14 | 10 | -16
33 | Fc1ccc(-n2cnnn2)c(F)c1 | 3 | -8 | -1

Remaining list, next part.
nr	SMILES	CatS block	CatB inh	FXIa mix inh	FXIIa inh mix	CatB mixtures
46	Cc1cc(C)nc(SCc2nnc(SCC(=O)Nc3nccs3)n2Cc2ccco2)n1	-6	2	6	15	2
47	CCOC(=O)c1c(N)n(CCOC(=O)c2cccs2)c2nc3ccccc3nc12	-1	-7	-2	9	-4
48	O=S1(=O)CCN2C(=N1)Sc1c2ccc2c1CCCC2	12	0	10	1	0
49	CC1CN(C2CCCCC2)c2nc3c(c(=O)n(C)c(=O)n3C)n2C1 (stereo not given)	0	-1	4	0	2
50	CC1(C)Cc2noc(N)c2C(C)(C)N1OC(=O)c1ccco1	-1	-3	5	7	5
51	O=C1CC(Cc2ccccc2)C(=O)N1CCc1ccc2c(c1)OCO2 (stereo not given)	-4	2	5	-3	3
52	CC(C)NC(=O)NC(=O)COc1cccc2c1OC(C)(C)C2	3	4	5	3	6
53	O=S(=O)(NCc1ccco1)c1cccc(S(=O)(=O)N2CCOCC2)c1	7	-3	4	-4	-2
54	Cc1ccc2nc(NC(=O)CN3CCOCC3)sc2c1	6	3	-1	-3	1
55	Cc1ccc(NC(=O)NCCCN2CCOCC2)cc1	10	3	-2	7	4
56	O=S1(=O)CC(O)C(N2CCC(c3ccccc3)CC2)C1 (stereo not given)	1	-5	5	10	3

nr	Cathepsin G inh	C1s block	Abs 340nm	CatL inh
46	6	-3	1	-9
47	-1	-45	1.1	-372
48	-2	-4	0.97	6
49	-3	-6	1.1	1
50	0	2	1	-5
51	-12	12	1	5
52	-3	9	0.98	3
53	3	-3	1.1	9
54	9	-15	1	5
55	11	18	1.1	6
56	-2	0	1	4

High-throughput results as filed in PubChem BioAssay.
